Bioassay records from PubChem.
Granule exo inh: LAMP-1 surface exposure blockers, TALL-104 cells – cell-based, flow cytometry, MLPCN library, primary screen | TALL-104 LAMP-1 surface exposure; cells stimulated with thapsigargin and PMA | inhibition, % at 10 µM | hit rate 0.66% among 360,000 | AID 651702, 2012;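 active = inhibition above about 55%, limit read from the data; inconclusive = no clear call, values can overlap the other calls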
HTR2A ag: mouse Htr2a agonists via beta-arrestin recruitment, primary screen, cell-based, luminescence | 5-hydroxytryptamine receptor 2A (Mus musculus), P35363 | CHO-K1 mHTR2A beta-arrestin complementation; percent of 30 µM serotonin response | activation, % at 7.6 µM | hit rate 0.66% among 360,000 | AID 624169, 2012;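 active = activation above a run cutoff, the mean activation of all tested compounds plus 3 SD, cut at about 14% in these data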;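 note: 0% = plate median of compound wells and 100% = 30 µM serotonin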
Target sequence (P35363 whole entry, looked up): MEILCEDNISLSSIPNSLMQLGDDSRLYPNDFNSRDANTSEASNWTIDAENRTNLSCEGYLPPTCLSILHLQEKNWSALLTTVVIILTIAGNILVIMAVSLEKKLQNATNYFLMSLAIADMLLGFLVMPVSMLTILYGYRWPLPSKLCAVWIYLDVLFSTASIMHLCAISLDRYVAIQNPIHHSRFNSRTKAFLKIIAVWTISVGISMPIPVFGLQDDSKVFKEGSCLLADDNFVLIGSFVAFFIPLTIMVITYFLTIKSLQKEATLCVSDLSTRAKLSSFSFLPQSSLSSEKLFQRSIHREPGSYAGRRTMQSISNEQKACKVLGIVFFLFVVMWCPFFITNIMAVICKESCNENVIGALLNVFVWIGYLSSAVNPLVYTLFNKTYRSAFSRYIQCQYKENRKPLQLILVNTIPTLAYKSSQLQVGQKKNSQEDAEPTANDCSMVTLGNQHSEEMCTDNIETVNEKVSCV
Cardio protect: cardioprotection against H2O2-induced cell death, primary screen, uHTS, H9c2 cells, ATPLite luminescence; protection from H2O2 cell death, % at 20 µM; hit rate 0.63% among 360,000; H9c2 cardiomyocytes, H2O2 injury protection, 2 h; AID 588492, 2011;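 active = compounds giving at least 50% protection of heart cells from peroxide-induced death in the single-dose screen, raw or plate-pattern-corrected value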;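 note: 0% = DMSO wells with peroxide and 100% = DMSO wells without peroxide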
hiPSC survival: enhancers of single-cell hiPSC survival, primary screen, ATPlite luminescence. 100% = ROCK inhibitor wells, 0% = DMSO. survival enhancement, % at 20 µM. hit rate 0.044% among 360,000. AID 602274, 2012; in the data active = survival enhancement above about 18%;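 note: cells exposed to compounds for 16 hours before the ATP read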
aDG glyco up: activators of alpha-DG glycosylation, primary screen, uHTS, Pro5-aDG cells, AlphaScreen. activation, % at 10 µM. hit rate 0.22% among 360,000. AID 624168, 2012. alpha-DG glycosylation AlphaScreen (IIH6); 0% Pro5, 100% B10-LARGE cell signal;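 active = activation of at least 8% versus controls, or a plate z-score of at least 8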;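 note: Pro5 are CHO cells carrying HIG-tagged alpha-DG that lacks glycosylation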
ABCB6 inh MLPCN: ABCB6 transporter inhibitors, primary screen, K562-ABCB6 cells, flow cytometry, MLPCN library; ATP-binding cassette sub-family B member 6 (Homo sapiens), Q9NP58; K562-ABCB6 porphyrin accumulation, 1 h; active compounds read low; fluorescence ratio to DMSO, % at 10 µM; hit rate 0.19% among 360,000;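 active = fluorescence ratio to DMSO below 75%, the collection mean minus 3 SD; inconclusive = too few cells collected in the well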;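 note: signal is porphyrin accumulated inside mitochondria; 100% equals median channel fluorescence of DMSO control wells; lower ratio means ABCB6 inhibition with less porphyrin fluorescence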
N-glyco inh: increase of ERlucT glycosylation luciferase signal, primary screen, N-linked glycosylation inhibitor project, D54 ERlucT cells, luminescence, set 2; D54 ERlucT glycosylation luciferase reporter, 24 h; percent of 100 nM tunicamycin response; reporter increase, % at 12.5 µM; AID 588692, 2011; hit rate 0.23% among 360,000;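 active = mean luciferase reporter signal, scaled so untreated is 0 and the glycosylation-blocking control 100, at or above a set limit in every replicate; inconclusive = mean reaches the limit but not every replicate does; inactive = mean below the limit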;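 note: luciferase carries N-glycosylation sites so blocking glycosylation raises the light; 0% = median of neutral control wells and 100% = median of 100 nM tunicamycin wells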
PDI turbidity: inhibitors of human PDI, primary screen, biochemical, turbidity, single point, plate reader; Protein disulfide-isomerase (Homo sapiens), P07237; PDI insulin aggregation turbidity, A650, 90 min; inhibition, % at 10 µM; hit rate 0.052% among 350,000;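 active = mean inhibition across replicates of 30% or more, whatever share of single replicates reach that level; inconclusive = mean inhibition below 30% while every single replicate reaches 30%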;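 note: absorbance from insulin aggregation driven by PDI reduction with DTT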
Target sequence (P07237 whole entry, looked up): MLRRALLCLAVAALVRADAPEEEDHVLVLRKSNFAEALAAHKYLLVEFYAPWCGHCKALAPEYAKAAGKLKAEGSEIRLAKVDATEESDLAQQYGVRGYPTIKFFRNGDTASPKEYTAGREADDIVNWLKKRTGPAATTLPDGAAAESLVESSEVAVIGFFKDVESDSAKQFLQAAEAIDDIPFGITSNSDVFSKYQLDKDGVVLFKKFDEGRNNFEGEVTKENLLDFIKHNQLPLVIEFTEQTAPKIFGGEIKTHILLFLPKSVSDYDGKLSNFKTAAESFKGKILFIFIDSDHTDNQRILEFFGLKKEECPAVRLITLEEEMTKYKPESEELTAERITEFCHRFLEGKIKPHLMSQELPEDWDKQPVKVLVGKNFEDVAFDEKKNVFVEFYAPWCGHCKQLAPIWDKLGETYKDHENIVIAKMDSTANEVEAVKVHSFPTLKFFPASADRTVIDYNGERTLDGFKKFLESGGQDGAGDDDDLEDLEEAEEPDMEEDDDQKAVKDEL
Vif inh: HIV Vif self-association inhibitors, primary screen, imaging, HEK293T, single point; HEK293T cells, Vif self-association by quenched fluorescence, 24 h; inhibition, % at 7.49 µM; hit rate 0.35% among 340,000; in the data active = inhibition above about 50%, passing the limit was not always enough; inconclusive = no clear call, values can overlap the other calls; inactive = below about 31%; note: some results filed as inactive read as strong as hits
CaV13 ICDI inh: Primary screen for inhibitors of IQ motif and Ca2+-dependent inactivation inhibitor domain binding in CACNA1D, Förster resonance energy transfer in living cells, …. HEK cells, CFP/YFP FRET ICDI-IQ, plate reader, 10 min; percent FRET-ratio fall versus neutral wells. inhibition, % at 12.3 µM. hit rate 0.098% among 340,000. AID 743397;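 active = mean replicate inhibition of at least 30% and at least 1% of replicates passing that level; inconclusive = only one of the two criteria is met; inactive = neither criterion is met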;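 note: 0% = median of the neutral control wells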
* hit, by the source's call; ? = inconclusive; . = not tested or not shown.

SMILES	Granule exo inh	HTR2A ag	Cardio protect	hiPSC survival	aDG glyco up	ABCB6 inh MLPCN	N-glyco inh	PDI turbidity	Vif inh	CaV13 ICDI inh
CCN(CC)CCN(C(=O)c1ccccc1OC)c1nc2ccc(F)cc2s1	-2	-7	10	-0.2	0.0	102	-8	7	-11	-4
COc1ccc2nc3c(nc2c1)CCCC3	-1	0	-1	1.9	-0.2	96	5	0	-3	-4
O=C(O)c1ccc(-n2nnnc2SCc2ccccc2F)cc1	0	2	0	-0.6	1.2	94	-3	.	4	-2
COC(=O)[C@]12CCCCC=C1N(Cc1ccc3c(c1)OCO3)C(=O)[C@H](CC(=O)N1CCCC1)C2	-3	11	.	.	0.0	.	.	.	.	-8
Cc1oc2c(CN3CCOCC3)c(O)ccc2c(=O)c1-c1ccc(Br)cc1	14	-5	28	8.6	0.1	100	-1	-5	-8	.
COC(=O)c1ccccc1NC(=O)NN1CCN(C)CC1	1	1	-1	0.6	-0.1	102	1	-3	-8	-6
Cc1cc(C)cc(N2C(=O)CC(n3ccnc3)C2=O)c1 (stereo unspecified)	-1	-1	6	-0.2	0.0	98	1	-5	1	-5
Oc1ccc(-c2csc(Nc3ncccn3)n2)cc1O	0	-4	42	-5.8	-0.4	109	-13	-1	11	-5
COC(=O)CCC(NC(=O)c1cc(-c2ccc3c(c2)OCCO3)oc1C)C(=O)OC (stereo unspecified)	2	0	25	-0.4	-0.2	91	-2	14	32	-6
Cc1ccccc1-n1ccnc1SCC(=O)Nc1cccc(S(=O)(=O)NC2=NCCC2)c1	-4	-9	6	-2.6	0.1	98	-3	-5	-7	-5
COc1ccc(C(CCO)NC(=O)c2cccs2)cc1OC (stereo unspecified)	-3	3	5	-0.7	0.2	95	3	6	30	-5
Cc1ccc(-c2c(C)sc3nc[nH]c(=O)c23)cc1C	-8	-6	6	-0.5	0.0	98	1	0	-9	-6
Clc1ccc(SCc2cn3cccnc3n2)cc1	0	-2	-3	-0.7	-0.2	102	-1	-6	0	-5
O=C(OCC(=O)N1CCCC1)c1ccccc1OCc1ccccc1	-5	-5	-4	3.8	0.0	84	-1	-2	-5	-5
O=C(CN1C(=O)NC2(CCc3ccccc32)C1=O)c1ccc(Cl)cc1 (stereo unspecified)	-4	-6	-5	-0.4	-0.1	306	1	1	?	-5
Cc1ccc2[nH]c(=O)c3cc(C(=O)N(C)C4CCCCC4)sc3c2c1	-1	1	6	-0.1	3.9	97	4	13	?	-3
O=c1nc2c(-c3ccccc3F)n[nH]n2c2ccccc12	2	-6	-3	0.2	0.0	89	0	-1	-3	-4
COc1ccc(CN(C(=O)c2ccc(C)cc2)C2CCS(=O)(=O)C2)cc1 (stereo unspecified)	4	5	6	0.0	0.1	99	0	-3	0	-15
Cn1cccc1C(=O)NS(=O)(=O)c1ccccc1Cl	2	3	11	3.1	0.1	106	0	1	-1	-9
O=C1COc2ccc(S(=O)(=O)NCc3ccccc3)cc2N1	6	-1	3	-0.4	0.0	98	2	-7	2	-3
Cc1cccnc1NC(=O)c1ccc(S(=O)(=O)N2CC(C)OC(C)C2)cc1 (stereo unspecified)	-2	2	-4	-0.5	1.7	98	5	2	-3	-10
CS(=O)(=O)N1CCCC(C(=O)NCc2cccs2)C1 (stereo unspecified)	4	-1	4	1.4	2.6	97	0	-3	25	-9
O=C(c1ccc2snnc2c1)N1CCSCC1	-4	3	1	3.0	0.6	107	1	-14	5	-6
COc1ccc(CCn2c(=N)c(C(=O)NC3CCCCC3)cc3c(=O)n4ccccc4nc32)cc1	40	3	-6	-0.3	0.5	98	-1	-12	5	-7
CCC(C)CN1C(=O)CN(S(C)(=O)=O)CC1(C)C(=O)Nc1ccc2c(c1)OCCO2 (stereo unspecified)	-2	2	.	.	0.4	.	.	.	.	-9

(continued)
SMILES	Granule exo inh	HTR2A ag	Cardio protect	hiPSC survival	aDG glyco up	ABCB6 inh MLPCN	N-glyco inh	PDI turbidity	Vif inh	CaV13 ICDI inh
CCc1nc2c(OCCOc3ccc(F)cc3)cccn2c1N(C)C(=O)c1ccco1	19	-7	1	0.6	-0.2	92	-2	0	7	-5
CN1C(C(=O)NCc2cccc(Br)c2)CC2Cn3c(nc4ccccc43)C21 (stereo unspecified)	1	-4	-2	0.7	0.2	105	2	-1	-2	-8
O=C(NCc1ccc(Cl)cc1)C1CCN(S(=O)(=O)c2cccc3nonc23)CC1	3	10	-1	-0.5	0.1	103	0	-6	0	-4
COc1ccc(C(C)(C)C)cc1NC(=O)CCNC(=O)c1ccco1	-1	2	-1	-0.5	0.1	97	4	-2	3	-3
CN(CC(O)COCc1cccs1)C1CCCCC1 (stereo unspecified)	2	3	-3	-1.4	0.3	.	0	-15	4	.
O=C(COC(=O)CNC(=O)c1ccccc1Cl)Nc1ncc(C(F)(F)F)cc1Cl	0	3	0	-2.6	0.1	107	3	-3	2	-3
COc1ccc2[nH]cc(CCn3ccc(O)c(C/C=C/c4ccccc4)c3=O)c2c1	8	4	-8	-0.5	0.1	99	-2	-5	-13	-19
O=C(C(Cc1ccccc1)n1cccc1)N1CCN(c2ccccc2)CC1 (stereo unspecified)	-5	-4	-12	-0.5	-0.3	102	-4	.	-7	6
COC(=O)c1ccc(C(=O)OC)c(NC(=O)COC(=O)C23CC4CC(CC(O)(C4)C2)C3)c1	-1	10	88*	1.6	-0.1	93	1	-8	52*	.
CCOC(=O)C1(C)CCN1C(=O)c1ccc(C)cc1 (stereo unspecified)	5	-5	2	1.2	1.7	99	3	4	10	-9
CC(C)CC(c1nnnn1C(C)C)N1CCN(C(=O)c2ccco2)CC1 (stereo unspecified)	-8	-1	10	-0.3	0.1	92	3	-1	1	-4
Cc1c(N(C)C(=O)C2CCCN2S(=O)(=O)c2ccccc2)c(=O)n(-c2ccccc2)n1C (stereo unspecified)	-2	1	-1	2.3	-0.3	102	0	2	-1	-9
Cc1nc2ccccc2c(C)c1CC(=O)N(C)CC(=O)Nc1cccc(F)c1	-4	-6	2	0.3	0.2	90	0	-3	-5	-5
CC(C)C(NC(=O)c1ccc(C(C)(C)C)cc1)C(=O)NC1=NCCS1 (stereo unspecified)	-3	-3	-5	4.3	0.1	94	0	-12	-28	-3
COCC(=O)N(C)c1nnc(-c2cnc(C)cn2)s1	-2	7	3	-2.0	0.5	98	-1	4	6	-3
Cc1cccc(NC(=O)N(Cc2cc3cc(C)ccc3[nH]c2=O)CC2COCCO2)c1 (stereo unspecified)	-2	3	18	-0.7	0.5	102	-1	1	-13	-2
S=c1[nH]nc(Cc2ccccc2)n1Cc1ccco1	-1	15*	-3	-2.3	0.1	99	0	2	1	-9
O=C(COc1nsnc1N1CCOCC1)Nc1ccc(Cl)cc1	14	6	0	3.0	0.0	104	-1	-6	-2	8
CCCCN(C(=O)COC(=O)c1nc2nccc(C)n2n1)C1CCS(=O)(=O)C1 (stereo unspecified)	3	6	0	-0.5	-0.2	97	1	8	4	-7
COCc1cc(=O)[nH]c(=S)[nH]1	-2	0	-4	0.8	0.0	99	3	0	-1	-15
CN1CCC(N(C)S(=O)(=O)c2ccc(NC(=O)COc3ccc(Br)cc3Cl)cc2)CC1	-1	-9	-10	-0.6	4.1	100	-2	-7	21	-7
COC(=O)c1cc(S(=O)(=O)NCc2ccccc2)c[nH]1	3	-4	5	-1.7	0.1	99	1	7	?	-7
Cc1[nH][nH]c(=O)c1N=Nc1ccc(Cl)cc1	1	-4	-7	-2.2	0.0	105	7	-8	.	1
O=C(N/N=C/c1cn[nH]c1-c1ccc(F)cc1)c1ccncc1	3	1	3	-0.4	0.0	100	1	2	6	-2
CCc1ccc(N(CC(=O)N2CCCCCC2)S(C)(=O)=O)cc1	2	6	2	-0.5	0.4	100	-1	6	0	-1
O=C(NCCN1CCN(C(=O)c2ccc([N+](=O)[O-])cc2)CC1)C(=O)NCc1ccccc1	-8	-1	4	0.5	-0.2	98	0	3	-1	-2
O=C1/C(=C\c2ccc(Cl)cc2)CCC1CNc1ccc(Cl)cc1 (stereo unspecified)	10	-1	-17	-2.9	-0.3	98	20	-11	-5	-13
O=C(NCCc1ccc(Cl)cc1)c1nnc(Cc2ccc(Cl)cc2)o1	-6	1	7	-1.6	0.1	95	1	12	40	-6
COc1ccc(C(=O)NNC2=NC(C)(C)Cc3cc(C)c(C)cc32)cc1	-6	-5	7	6.0	0.4	120	1	-13	-6	.
Cc1csc(OCc2ccc(C#N)cc2)n1	9	1	0	-1.5	-0.3	99	0	-1	-18	-4

Arranged by length of the SMILES (falling): 12 of the compounds above
SMILES	Granule exo inh	HTR2A ag	Cardio protect	hiPSC survival	aDG glyco up	ABCB6 inh MLPCN	N-glyco inh	PDI turbidity	Vif inh	CaV13 ICDI inh
O=C(NCCN1CCN(C(=O)c2ccc([N+](=O)[O-])cc2)CC1)C(=O)NCc1ccccc1	-8	-1	4	0.5	-0.2	98	0	3	-1	-2
COc1ccc(CCn2c(=N)c(C(=O)NC3CCCCC3)cc3c(=O)n4ccccc4nc32)cc1	40	3	-6	-0.3	0.5	98	-1	-12	5	-7
CCC(C)CN1C(=O)CN(S(C)(=O)=O)CC1(C)C(=O)Nc1ccc2c(c1)OCCO2 (stereo unspecified)	-2	2	.	.	0.4	.	.	.	.	-9
Cc1ccccc1-n1ccnc1SCC(=O)Nc1cccc(S(=O)(=O)NC2=NCCC2)c1	-4	-9	6	-2.6	0.1	98	-3	-5	-7	-5
Cc1cccc(NC(=O)N(Cc2cc3cc(C)ccc3[nH]c2=O)CC2COCCO2)c1 (stereo unspecified)	-2	3	18	-0.7	0.5	102	-1	1	-13	-2
CCc1nc2c(OCCOc3ccc(F)cc3)cccn2c1N(C)C(=O)c1ccco1	19	-7	1	0.6	-0.2	92	-2	0	7	-5
CCN(CC)CCN(C(=O)c1ccccc1OC)c1nc2ccc(F)cc2s1	-2	-7	10	-0.2	0.0	102	-8	7	-11	-4
O=C(N/N=C/c1cn[nH]c1-c1ccc(F)cc1)c1ccncc1	3	1	3	-0.4	0.0	100	1	2	6	-2
CCc1ccc(N(CC(=O)N2CCCCCC2)S(C)(=O)=O)cc1	2	6	2	-0.5	0.4	100	-1	6	0	-1
Cc1ccc(-c2c(C)sc3nc[nH]c(=O)c23)cc1C	-8	-6	6	-0.5	0.0	98	1	0	-9	-6
COC(=O)c1ccccc1NC(=O)NN1CCN(C)CC1	1	1	-1	0.6	-0.1	102	1	-3	-8	-6
Clc1ccc(SCc2cn3cccnc3n2)cc1	0	-2	-3	-0.7	-0.2	102	-1	-6	0	-5
